FBW7 act: human FBW7 E3 ligase activation, primary screen | Q969H0 | AlphaScreen FBW7–phospho-cyclin E peptide binding, activator screen | normalized activity (activation), % at 26.1 µM | 650,000 compounds, 0.13% hits | AID 1259310; in the data active = normalized activity above about 1.9%;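 also: purified mutant Fbw7 with reduced substrate affinity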
TEAD-YAP block: TEAD-YAP interaction inhibition; AID 1259422; 640,000 compounds, 1.4% hits; inhibition, % at 9.12 µM; HEK-TIYL cells, TEAD-Gal4/YAP UAS-luciferase luminescence; in the data active = inhibition above about 32%;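 also: 0% = median of test compound wells and 100% = reference inhibitor wells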
GPR151 ag: human GPR151 activation; 650,000 compounds, 1% hits; activation, % at 11.2 µM; Q8TDV0; PathHunter beta-arrestin GPR151 cells, luminescence; in the data active = activation above about 4.9%;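 also: 0% = median of compound wells and 100% = cells with positive control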
Target sequence (Q8TDV0 whole entry, looked up): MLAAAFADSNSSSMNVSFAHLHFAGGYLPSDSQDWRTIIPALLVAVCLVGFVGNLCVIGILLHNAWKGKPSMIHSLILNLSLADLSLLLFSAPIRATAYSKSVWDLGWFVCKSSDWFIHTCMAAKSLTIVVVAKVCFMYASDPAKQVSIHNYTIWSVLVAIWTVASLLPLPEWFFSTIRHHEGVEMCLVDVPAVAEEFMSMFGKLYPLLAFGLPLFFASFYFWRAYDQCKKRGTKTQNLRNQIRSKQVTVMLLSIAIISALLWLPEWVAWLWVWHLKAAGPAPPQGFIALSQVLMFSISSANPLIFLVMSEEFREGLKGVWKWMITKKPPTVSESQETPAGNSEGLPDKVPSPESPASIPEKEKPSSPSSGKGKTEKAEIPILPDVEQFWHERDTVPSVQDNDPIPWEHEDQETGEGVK
MITF inh: blocks human microphthalmia-associated transcription factor; O75030; AlphaScreen MITF homodimerization, bead proximity signal; inhibition, % at 2.6 µM; 650,000 compounds, 0.91% hits; in the data active = inhibition above about 50%;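 also: 0% = vehicle wells with protein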
Target sequence (O75030 whole entry, looked up): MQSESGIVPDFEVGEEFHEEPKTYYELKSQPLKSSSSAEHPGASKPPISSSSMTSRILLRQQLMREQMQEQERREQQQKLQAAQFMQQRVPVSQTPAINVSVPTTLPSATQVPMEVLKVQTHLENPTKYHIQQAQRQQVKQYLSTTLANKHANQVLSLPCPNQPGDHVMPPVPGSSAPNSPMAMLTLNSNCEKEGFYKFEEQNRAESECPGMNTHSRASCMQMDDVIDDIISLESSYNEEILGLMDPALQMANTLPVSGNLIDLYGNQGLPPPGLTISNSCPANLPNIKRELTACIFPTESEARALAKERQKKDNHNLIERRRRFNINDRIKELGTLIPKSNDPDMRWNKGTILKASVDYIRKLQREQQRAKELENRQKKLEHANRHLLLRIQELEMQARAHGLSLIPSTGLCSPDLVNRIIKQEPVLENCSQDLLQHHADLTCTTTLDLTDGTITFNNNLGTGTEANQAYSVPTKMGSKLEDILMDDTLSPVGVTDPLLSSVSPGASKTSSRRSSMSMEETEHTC
The depositor's hits bear a star; & = joins results of further samples.

No. | compound | FBW7 act | TEAD-YAP block | GPR151 ag | MITF inh
1 | CCCCOc1ccc(/C=C2\SC(=S)N(C3CCS(=O)(=O)C3)C2=O)cc1 (stereo not given) | 0.1 | -5 | 0.1 | 6
2 | Cc1sc(NC(=O)c2ccc(Cl)s2)c(C#N)c1C | 0.2 | -37 | 0.4 | -7
3 | COCCNC(=O)CCNS(=O)(=O)c1ccc(OC)cc1 | -0.1 | -9 | 0.4 | -6
4 | COc1ccccc1C(=O)Nc1nnc(SCC(=O)N2CCc3ccccc32)s1 | 0.1 | -8 | -1.2 | -16
5 | COc1ccc(NC(=O)COc2ccccc2C)cc1OC | 0.7 | -14 | 1.3 | -10
6 | CCN(CC)c1nc2c(c(=O)n(C)c(=O)n2C)n1CC(=O)c1ccc(OC)cc1 | -0.1 | 6 | 0.6 | 4
7 | O=C(O)c1ccc(N2C(=O)CCC2=O)cc1 | 0.2 | -4 | -1.2 | 16
8 | CN(C)c1cccc(Nc2nc(Nc3ccc(N4CCOCC4)cc3)c3ncn(-c4ccsc4)c3n2)c1 | -0.2 | 9 | -0.4 | 5
9 | Clc1cccc(C2CC(c3ccccc3)Nc3ncnn32)c1 (stereo not given) | 0.0 | 1 | 0.9 | 3
10 | CCC(C)(C)NC(=O)CN(C(=O)c1snc(C(N)=O)c1N)c1ccc(OC)c(OC)c1 | 0.2 | 9 | -0.3 | 8
11 | NC(=O)C1CCN(C(=O)CCn2c(=O)c3cccn3c3cccnc32)CC1 | 0.1 | -5 | -2.4 | 12
12 | Cc1cnc(Nc2ncccn2)nc1NCCCN1CCCC1=O | 0.0 | -3 | 1.9 | 9
13 | COc1cc(C(=O)NC(=S)Nc2cccc(C(C)=O)c2)cc(OC)c1OC | -0.1 | 1 | 0.0 | 0
14 | NC(=O)COc1ccc2c(=O)c(Oc3ccccc3F)coc2c1 | -0.2 | 3 | 0.7 | -9
15 | CCOC(=O)c1c(NC(=O)c2ccc(C)cc2)sc2c1CCC2 | 0.2 | -65 | -1.2 | -14
16 | COCCCn1c(SCC(=O)OCc2ccccc2)nnc1-c1ccco1 | 0.0 | -3 | 0.7 | 8
17 | Cc1ccc(Oc2ccc(N3C(=O)C4CC=CC(C)C4C3=O)cc2)cc1 (stereo not given) | 0.1 | 4 | 0.1 | 2
18 | CCCN1[C@H](C)[C@H]2CCC[C@]23OCCC=C3[C@H]1c1cccc(Cl)c1 | -0.1 | -12 | -0.9 | -1
19 | Cc1[nH]n(-c2ccc(Br)cc2)c(=O)c1/C=N/n1cnnc1 | -0.7 | -5 | -1.3 | -7
20 | Cc1ccc(N2C(=O)c3ccc(C)cc3C2=O)c(Cl)c1 | 0.0 | -10 | 0.7 | 2
21 | COc1cc(C#N)cc(Br)c1OC(=O)c1ccccc1 | 0.1 | 8 | 0.3 | 6
22 | CC(=O)Nc1ccc(NC(=O)C2CC(=O)N(c3ccc(F)cc3)C2)cc1 (stereo not given) | -0.1 | -1 | -0.6 | -2
23 | CS(=O)(=O)N1CCC2(CC1)CC(=O)c1cc(F)ccc1O2 | 0.3 | -5 | 0.6 | -1
24 | Cc1ccc(OCCN2C(=O)C(=O)c3ccccc32)cc1 | -0.3 | -3 | -0.7 | 3
25 | CCOc1cc(/C=N/NC(=O)CSCc2ccccc2Cl)ccc1O | 0.2 | 8 | -0.8 | 15
26 | Oc1ccc(-c2ccc(OCc3ccccn3)nc2)cc1 | -0.2 | -20 | -0.2 | 2
27 | COc1cccc(CNc2ccc([N+](=O)[O-])c(NCC(=O)O)n2)c1 | 0.0 | -2 | 0.9 | 4
28 | Cc1noc(C)c1S(=O)(=O)N1CCCC(C(=O)NCCc2ccc(Cl)cc2)C1 (stereo not given) | 0.8 | 0 | -0.5 | 14
29 | Cc1cc(-c2cn[nH]c2C2CCCN(Cc3cccnc3)C2)on1 (stereo not given) | 0.2 | -2 | -0.7 | -8
30 | Cc1cc(C)cc(N(CC(=O)N2CCCCC2)S(=O)(=O)c2ccccc2)c1 | 0.3 | -13 | 0.1 | 8

Compounds listed so far with bromine, in the order listed:
No. | compound | FBW7 act | TEAD-YAP block | GPR151 ag | MITF inh
19 | Cc1[nH]n(-c2ccc(Br)cc2)c(=O)c1/C=N/n1cnnc1 | -0.7 | -5 | -1.3 | -7
21 | COc1cc(C#N)cc(Br)c1OC(=O)c1ccccc1 | 0.1 | 8 | 0.3 | 6

Carrying on.
No. | compound | FBW7 act | TEAD-YAP block | GPR151 ag | MITF inh
31 | COc1ccc(C(=O)/C=C/c2ccc(O)c([N+](=O)[O-])c2)cc1 | 0.0 | -4 | 0.1 | 9
32 | CC(C)(C)c1cc(CN(CCO)CCO)c(O)c(C(C)(C)C)c1 | 1.0 | -16 | -0.3 | 12
33 | CC1(C)Cc2ccccc2/C(=C/C(=O)Nc2ccc(Cl)cc2)N1 | 0.1 | -2 | -0.9 | 5
34 | CC1C(=S)N(C2CC(=O)C3OCC2O3)N=C1c1cccc2ccccc12 (stereo not given) | 0.1 | 2 | 1.7 | -9
35 | O=[N+]([O-])c1ccc(/C=N/n2cnn(Cc3ccccc3Cl)c2=S)o1 | -0.1 | 13 | 0.3 | 13
36 | Cc1ccc(CNC(=O)c2c(C(F)(F)F)nc3ccccn23)o1 | -0.5 | -6 | 0.8 | 3
37 | O=c1c2cnn(-c3ccccc3)c2nc(-c2cccs2)n1-c1ccc(Cl)cc1 | 0.0 | 7 | 0.2 | 6
38 | Cc1cc2c(cc1S(=O)(=O)NC1CCCc3ccccc31)n(C)c(=O)c(=O)n2C (stereo not given) | -0.1 | 10 | 3.9 | -4
39 | COc1ccc(S(=O)(=O)NCC(c2ccc3c(c2)CCN3C)N2CCOCC2)c(OC)c1 (stereo not given) | -0.1 | -2 | 0.8 | -5
40 | N#CCSc1nc2[nH]ncc2c(=O)n1-c1cccc(C(F)(F)F)c1 | 0.0 | -5 | 0.2 | 1
41 | COc1ccc(-c2c(NCc3ccco3)c(=O)c2=O)cc1 | 0.0 | 4 | 1.2 | 7
42 | O=C(CC1C(=O)NCCN1Cc1ccc(F)c(F)c1)NCCN1CCOC1=O (stereo not given) | 0.0 | -4 | -0.5 | -6
43 | O=S(=O)(NCc1nnc2n1CCN(Cc1cccs1)CC2)c1ccccc1 | 0.0 | -5 | 0.4 | 8
44 | CCc1ccccc1NC(=O)COc1cccc(C)c1 | -0.1 | -8 | 1.7 | -12
45 | Cc1c(C(=O)Nc2ccc(F)cc2F)sc2ncnc(N(C)c3ccccc3)c12 | 0.1 | 0 | -0.8 | 12
46 | Cc1nc(SCC(=O)N2CCOCC2)c2ccsc2n1 | -0.1 | 8 | -0.5 | -7
47 | Cc1ccc(C(=O)[C@@H]2[C@@H](c3ccsc3)C(C#N)(C#N)[C@H]3C=Cc4ccccc4N23)cc1 | -0.1 | 6 | -0.6 | -4
48 | CCCCOC(=O)C1=C(C)NC2=C(C(=O)CCC2)C1c1ccc(OC)c(OC)c1OC (stereo not given) | 0.2&0.1 | -3&8 | 0.4&1.4 | -4&-6
49 | Cc1nnc(SCC(=O)c2cc(C)n(CC3CCCO3)c2C)s1 (stereo not given) | -0.1 | 41* | 0.0 | 5
50 | CN1CCC(N2CCc3ccc(NC(=O)C4(c5ccccc5)CC4)cc3C2)CC1 | -0.1 | 2 | 2.4 | 4
51 | CN(C)c1ccc(CCN2CCC(c3nc(-c4ccsc4)no3)CC2)cc1 | 0.0 | 1 | -0.8 | 26
52 | CCOC(=O)C1=C(C)OC(N)=C(C#N)C1c1cc(C)c(OC)cc1C (stereo not given) | 0.0 | 3 | -0.4 | 3
53 | CCN(CC)CCCNC(=O)c1cc2c(=O)oc3ccc(C)cc3c2s1 | -0.1 | 2 | -0.9 | 19
54 | CC1Sc2ccccc2N(Cc2ccc3c(c2)OCO3)C1=O (stereo not given) | 0.1 | 2 | 0.0 | 17
55 | Cc1onc(-c2ccccc2)c1C(=O)Nc1ccccc1C(=O)N1CCOCC1 | 0.0 | 10 | -0.4 | -2
56 | COc1cc(/C=C(\C#N)c2nc3ncc(Br)cc3[nH]2)ccc1O | -0.1 | 10 | 1.9 | 15
57 | O=C(N1CCOCC1)n1c(Cc2ccccc2)nc2ccccc21 | 0.2 | -5 | -1.7 | 14
58 | COc1ccc(Nc2nnc(SCc3nc4ccsc4c(=O)[nH]3)s2)cc1 | -0.1 | -5 | 1.9 | 9
59 | CCC1(C2CCN(Cc3ccsc3)CC2)NC(=O)N(Cc2ccccn2)C1=O (stereo not given) | -0.1 | -5 | -0.7 | 0
60 | COc1ccc(-c2cc3nc(C)c(C)c(Cl)n3n2)cc1 | 0.4 | 3 | 2.9 | -3

Structures from the list above that contain a CF3 group (2):
No. | compound | FBW7 act | TEAD-YAP block | GPR151 ag | MITF inh
36 | Cc1ccc(CNC(=O)c2c(C(F)(F)F)nc3ccccn23)o1 | -0.5 | -6 | 0.8 | 3
40 | N#CCSc1nc2[nH]ncc2c(=O)n1-c1cccc(C(F)(F)F)c1 | 0.0 | -5 | 0.2 | 1

Quoted at random: 2 records from the list, in no set order.
No. | compound | FBW7 act | TEAD-YAP block | GPR151 ag | MITF inh
56 | COc1cc(/C=C(\C#N)c2nc3ncc(Br)cc3[nH]2)ccc1O | -0.1 | 10 | 1.9 | 15
33 | CC1(C)Cc2ccccc2/C(=C/C(=O)Nc2ccc(Cl)cc2)N1 | 0.1 | -2 | -0.9 | 5

The listing picks up with the 2 entries that preceded the break.
No. | compound | FBW7 act | TEAD-YAP block | GPR151 ag | MITF inh
59 | CCC1(C2CCN(Cc3ccsc3)CC2)NC(=O)N(Cc2ccccn2)C1=O (stereo not given) | -0.1 | -5 | -0.7 | 0
60 | COc1ccc(-c2cc3nc(C)c(C)c(Cl)n3n2)cc1 | 0.4 | 3 | 2.9 | -3
61 | NC(=NC1CCCCC1)c1ccc(Cl)cc1 | -0.1 | -2 | 0.0 | -7
62 | Cn1c(SCCO)nnc1C1CCNCC1 | 0.0 | 1 | 0.4 | 6
63 | COc1cccc(C2=Nn3c(nnc3-c3ccccc3O)SC2)c1 | 0.7 | -1 | -0.9 | -8
64 | C=CCNc1cc(-c2ccccc2)nc2nncn12 | 0.0 | -3 | -0.8 | 9
65 | Oc1cccnc1I | 0.0 | 2 | 0.3 | -7
66 | O=C1C2C3c4ccccc4C(CO)(c4ccccc43)C2C(=O)N1c1cccc2ccccc12 (stereo not given) | 0.1 | -1 | -0.7 | 11
67 | CCOc1ccc(NC2=NS(=O)(=O)C(c3ccc(C)cc3)=C2C)cc1 | 0.0 | -3 | 0.2 | -2
68 | Cc1ccc2[nH]c3nc(N/N=C/c4ccc(N(C)C)cc4)nnc3c2c1 | 0.5 | 4 | 0.5 | 16
69 | Cc1ccccc1NCC(=O)N/N=C\c1cccc(O)c1 | 0.1 | -6 | 2.9 | 12
70 | O=C(O)c1c(C(F)(F)F)nc2ccc(I)cn12 | 0.1 | 12 | 0.1 | -9
71 | COCCNS(=O)(=O)c1cc(Br)cc2c1N(C(C)=O)CC2 | 0.0 | -10 | 2.9 | 16
72 | COc1ccc(CN2CCNC(=O)C2CC(=O)N(C)Cc2nccn2C)cc1OC (stereo not given) | 0.1 | 5 | 0.8 | 3
73 | CC(C)(C)C(=O)CN1CCN(CC(=O)Nc2ccc(F)cc2)CC1 | 0.5 | -10 | -2.8 | 25
74 | CCc1c(C)nc(NC2CCN(C(=O)C3(c4ccccc4)CC3)CC2)[nH]c1=O | 0.2 | 6 | 0.1 | -1
75 | C/C(=N/NC(=O)c1cc(C)oc1C)c1ccc(Cl)cc1Cl | 0.2 | -10 | 0.5 | -16
76 | COc1ccc(C2Nc3ccccc3C(=O)N2c2ccc(F)cc2)cc1COc1ccc(NC(C)=O)cc1 (stereo not given) | 0.2 | -38 | -2.8 | 24
77 | Cc1cc(-c2nnc(NC(=O)c3ccccc3)o2)n(C)n1 | -1.1 | 18 | 1.5 | 14
78 | COc1cccc(C2CN3C(=O)CCC3(C(=O)O)c3[nH]c4ccccc4c32)c1OC (stereo not given) | 0.1 | 8 | 0.5 | 13
79 | CCCOc1ccc(/C(O)=C2/C(=O)C(=O)N(c3ccccn3)C2c2ccc(C(C)C)cc2)cc1C (stereo not given) | 0.0 | -10 | -0.2 | 5
80 | Cc1ccc(C2Oc3ccccc3C3CC(c4ccc(Cl)cc4)=NN32)cc1 (stereo not given) | -0.1 | -75 | 0.4 | -21
81 | O=C(COC(=O)c1ccc[n+]([O-])c1)Nc1ccc(OC(F)F)cc1 | 0.1 | -1 | 1.4 | 13
82 | CCC(Sc1nc(C)cc(C)n1)C(=O)Nc1ccc(OC(F)(F)F)cc1 (stereo not given) | -0.1 | -11 | -1.7 | -3
83 | CCN(CC)CCn1c(N)nc2ccccc21 | 1.0 | 7 | 1.4 | 2
84 | N#C/C(=C\c1ccccc1)C(=O)OCC(=O)Nc1ccccc1[N+](=O)[O-] | 0.0 | 0 | -1.8 | -2
85 | O=S(=O)(CCCOc1ccc(F)cc1)NCC1CCCO1 (stereo not given) | 0.0 | 5 | 1.1 | -4
86 | Cc1c(F)cccc1NC(=O)NC1CCCCC1 | 0.0 | -7 | -1.0 | 0
87 | Cc1ccc2c(c1)c(Sc1ccccc1)c(CC(=O)NCCCO)n2C | -0.1 | 5 | 1.7 | -1
88 | O=C1CCCN1CCn1cnc2c(NCc3cccc(C(F)(F)F)c3)nc(-c3csc4ccccc34)nc21 | 0.0 | -6 | -1.8 | 16
89 | C/C(CC(=O)Nc1ccc(C(N)=O)cc1)=N\NC(=O)c1ccc([N+](=O)[O-])cc1Cl | 0.0 | -4 | 0.8 | -6
90 | CC1=C(C(=O)Nc2ccc(Br)cc2)C(c2cccc(Br)c2)NC(=O)N1 (stereo not given) | -0.2 | 5 | -0.9 | -4
91 | CC(C)Oc1ccc(/C=C(\NC(=O)c2ccccc2)C(=O)NCc2ccco2)cc1 | 0.0 | 1 | -0.9 | -12
92 | CC(=O)c1ccc(NC(=S)N(CCCN(C)C)Cc2ccccc2)cc1 | -0.1 | 1 | -0.9 | -4
